A549 tox = kills or reduces viability of A549 cells in Nrf2 counter-screen. hit rate 0.16% among 390,000. Potency, µM (series often up to 46 µM), for inactives: at the top dose activity change, negative = cytotoxicity, usual class: inhibitors. A549 ARE-Fluc cells, CellTiter-Fluor viability, 18-24 h; further: potency means the concentration at half of the fitted maximal effect; on the % scale 0 is the no-effect control and ±100 the full control effect
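Cytotoxicity counterscreen: CellTiter-Fluor fluorescence was measured in A549 ARE_Fluc cells after 18-24 h of compound exposure in a concentration series. The subsequent BugLite luminescent read reports ARE-luciferase activity.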
ATXN viability = viability counter-screen for ATXN expression inhibitors; S2 cells (HEK-293 line with an ATXN2-luciferase reporter) viability, CellTiter-Fluor protease fluorescence, 24 h; Potency, µM (top dose mostly 56.7 µM), hits mostly cytotoxic; hit rate 0.49% among 400,000; AID 651635; further: potency means the concentration at half of the fitted maximal effect; nearly all actives have a fitted effect of over 40% in size
Nrf2 block = blocks Nrf2 signaling. A549 ARE-Fluc reporter, luciferase luminescence, 18-24 h. Potency, µM (series often up to 46 µM), without a hit: at the highest dose activity change, negative = inhibition, actives largely listed as inhibitors. hit rate 2.1% among 360,000; further: potency means the concentration at half of the fitted maximal effect; on the % scale 0 is the no-effect control and ±100 the full control effect; nearly all actives have a fitted effect of over 60% in size
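Reporter: ARE-Fluc in A549. Exposure: 18-24 h, 37 °C, 5% CO2, 5% FBS OPTI-MEM. Readouts: fluorescent cytotoxicity (CellTiter-Fluor), then luminescent Nrf2 signal after BugLite.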
EPAC2 agonist = EPAC2 (human) agonism. EPAC2 activation, biochemical qHTS; response scale: 100% = 6.5 mM cAMP response. AID 720711. Potency, µM (series often up to 154 µM), for the others: at the highest dose activation, most hits filed as activators. Q8WZA2. hit rate 0.079% among 360,000; further: potency means the concentration at half of the fitted maximal effect; nearly all actives have a fitted effect of over 50% in size
Target sequence (Q8WZA2 whole entry, looked up): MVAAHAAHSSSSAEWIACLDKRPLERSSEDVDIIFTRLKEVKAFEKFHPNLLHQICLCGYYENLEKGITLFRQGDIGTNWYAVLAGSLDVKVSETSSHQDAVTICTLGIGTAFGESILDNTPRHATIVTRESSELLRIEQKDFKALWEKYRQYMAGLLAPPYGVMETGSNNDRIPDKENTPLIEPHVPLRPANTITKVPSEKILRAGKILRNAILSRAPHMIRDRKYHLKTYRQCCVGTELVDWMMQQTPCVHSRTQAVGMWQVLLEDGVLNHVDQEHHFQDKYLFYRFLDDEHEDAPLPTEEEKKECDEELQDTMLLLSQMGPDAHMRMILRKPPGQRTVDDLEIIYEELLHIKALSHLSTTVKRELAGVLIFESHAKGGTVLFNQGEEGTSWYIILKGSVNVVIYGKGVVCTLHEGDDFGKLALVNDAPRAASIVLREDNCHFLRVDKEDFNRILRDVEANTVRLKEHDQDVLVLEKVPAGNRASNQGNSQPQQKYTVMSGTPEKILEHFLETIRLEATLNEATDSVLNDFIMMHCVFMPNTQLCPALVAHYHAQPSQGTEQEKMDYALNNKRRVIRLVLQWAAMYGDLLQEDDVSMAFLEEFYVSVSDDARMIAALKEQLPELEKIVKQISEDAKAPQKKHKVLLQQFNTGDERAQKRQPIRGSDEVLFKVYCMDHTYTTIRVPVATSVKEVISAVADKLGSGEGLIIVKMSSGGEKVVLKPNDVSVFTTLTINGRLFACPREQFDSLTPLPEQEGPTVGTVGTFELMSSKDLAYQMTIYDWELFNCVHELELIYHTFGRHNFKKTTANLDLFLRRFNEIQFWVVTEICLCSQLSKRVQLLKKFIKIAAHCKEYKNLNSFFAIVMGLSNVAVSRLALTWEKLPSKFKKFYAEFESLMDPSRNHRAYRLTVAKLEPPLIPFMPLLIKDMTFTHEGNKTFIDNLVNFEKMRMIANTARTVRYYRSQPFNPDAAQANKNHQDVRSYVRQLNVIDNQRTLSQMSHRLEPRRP
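qHTS, titration series. 100 nM EPAC2 / 250 nM Rap1B-BODIPY-GDP / 50 uM GDP; RT; ex 480/em 540 nm, 5-min reads to 30 min. Norm. to 6.5 mM cAMP = activation.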
IL2 activator = IL-2 activation | IL-2 activation reporter assay, cell-based qHTS; stimulated with anti-CD3/CD4/CD28 beads; in transgenic mouse T cells | hit rate 0.065% among 360,000 | activation, % (series mostly up to about 46 µM); in the data active means activation above about 50%; inconclusive means mostly about 30% to 49%; further: 0% is about no effect
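First, unstimulated transgenic mouse T cells were exposed to compound for 60 min. Next, anti-CD3/anti-CD4-coated beads with anti-CD28 were added. Finally, after 18 h at 37 degrees C, EGFP and DsRed were imaged.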
TGFb inhibitor = blocks TGF-b signaling | Potency, µM (highest dose often 46.1 µM), inactives show at the top dose activity, negative = inhibition, most hits filed as inhibitors | HepG2 CAGA-GFP TGF-b/SMAD3 reporter, GFP fluorescence, 18 h; TGF-beta stimulated, 500 pg/mL final | hit rate 1.2% among 410,000 | AID 588855; further: potency means the concentration at half of the fitted maximal effect; on the % scale 0 is the no-effect control and ±100 the full control effect; nearly all actives have a fitted effect of over 65% in size
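Using HEPG2 CAGA-GFP reporter cells at 1000 cells/well, we pinned test compounds, stimulated with recombinant TGF-beta (500 pg/mL final) and measured total well GFP after 18 h.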
HepG2 tox = kills HepG2 cells in TGF-b inhibitor counter-screen; HepG2 CAGA-GFP viability, ATP luminescence, 18 h; Potency, µM (titrated, usually from 46.1 µM), inactives show at the highest dose activity change, negative = cytotoxicity, actives largely listed as cytotoxic; hit rate 0.76% among 410,000; further: potency means the concentration at half of the fitted maximal effect; some results filed as inactive show a strong effect at the top dose
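CellTiter-Glo luminescence gave cytotoxicity after 18 hours at 37 degrees C. The cells were HepG2 CAGA-GFP in 1% FBS DMEM, stimulated with 500 pg/mL TGF-beta after compound addition. %Activity was normalised to no-cell wells (complete cell-killing) and DMSO (no toxicity), and curves were fitted and classified.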
Nrf2 activator = Nrf2 pathway activation; Potency, µM (series often up to 46.1 µM), without a hit: at the highest dose activation, actives largely listed as activators; AREc32 ARE-luciferase reporter (MCF7-derived line), luminescence, 24 h; hit rate 0.31% among 410,000; AID 624171; further: potency means the concentration at half of the fitted maximal effect; % of control where 0% means no effect; nearly all actives have a fitted effect of over 65% in size
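Luciferase luminescence (Steady-Glo, 30 min at room temperature) served as the read-out of ARE activation in AREc32 cells treated with compounds for 24 hr at 37 deg C.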
ATXN2 expr inh = ATXN2 expression inhibition. AID 1745845. hit rate 0.72% among 360,000. Potency, µM (series often up to 57 µM), for inactives: top-dose activity change, negative = inhibition, hits mostly inhibitors. HEK-293 ATXN2-luciferase reporter, luminescence, 24 h; further: potency means the concentration at half of the fitted maximal effect; on the % scale 0 is the no-effect control and ±100 the full control effect; nearly all actives have a fitted effect of over 55% in size
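ATXN2-luciferase reporter cells (luciferase flanked by upstream and downstream ATXN2 gene portions) were treated 24 h at 37 °C with compounds at up to 57 uM. SteadyGlo luminescence gave expression; GF-AFC fluorescence gave viability.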
Active calls of the source: *; i = inactive; ? = inconclusive; . = no result given; [ ] = dose if it differs, or a comment. Unless noted, the call rests on the fitted dose curve; in most records, active means well fitted curve in the direction sought with a large enough effect; inconclusive means small, poorly fitted or top-dose-only effect, or another doubt; inactive means no such curve, though single readings can be large; an effect the other way counts as inactive or inconclusive.

mol,ATXN2 expr inh,Nrf2 activator,HepG2 tox,TGFb inhibitor,IL2 activator,Nrf2 block,EPAC2 agonist,A549 tox,ATXN viability
CN(C(=O)c1cccc(NC(=O)Cc2cccc(NC(=O)C3CCCN(C(=O)C4CCC4)C3)c2)c1)C1CCC1 (centres undefined),-7%,5.5%,-13%,?,-0.2,-6%,-1%,0%,i
CCOC(=O)CNC(=O)N1CCCC(CNS(=O)(=O)Cc2ccccc2)C1 (centres undefined),.,0.1%,-10%,2%,1.5,11%,4%,8%,i
CC(C)COc1ccc(CNC(=S)N/N=C/c2ccc([N+](=O)[O-])cc2)cc1,5%,-0.2%,-56%,-22%,-0.8,-5%,-12%,0%,i
CC1CCCC(NC(=O)CN(C)CC(=O)Nc2cccc(F)c2)C1C (centres undefined),?,0.1%,-31%,?,1.3,-5%,0%,-2%,i
CCOc1ccc(-c2nc(CSc3nnc(N)s3)cs2)cc1OC,42%[activator],12%,-2%,8%,-2.3,.,2%,4%,i
Cc1nnc(N2CCC(C(=O)NCCc3ccccc3)CC2)c2nn(-c3ccc(Cl)cc3)c(C)c12,-2%,4.4%,-17%,?,.,?,.,3%,i
CCN(C[C@H]1N[C@@](CC)(C(=O)OC)[C@H]2C(=O)N(Cc3ccccc3)C(=O)[C@@H]12)S(=O)(=O)c1ccc(F)cc1,6%,-0.1%,-2%,8%,0.5,6%,-1%,-1%,i
O=C(Nc1ccccn1)C1CCN(C(=O)c2ccc(F)cc2)CC1,2%,-0.4%,5%,4%,-0.7,1%,2%,0%,i
COc1ccc(OC)c(NC(=O)CSC2=Nc3ccccc3C3=NC(CC(=O)NCc4ccc(F)cc4)C(=O)N23)c1 (centres undefined),.,5.8%,-18%,-15%,.,.,.,3%,.
COc1ccc(S(=O)(=O)N(C)CC(=O)NCCN2CCOCC2)cc1,16%,0.6%,15%,5%,-0.5,19%,12%,2%,i
COC(=O)c1ccccc1NC(=O)C1COc2ccccc2O1 (centres undefined),30%,6.5%,2%,-9%,-0.8,26%,2%,5%,i
CCOC(=O)c1cccc(NC(=O)CCNS(=O)(=O)c2cc(Br)cnc2N)c1,0%,-0.2%,-7%,-3%,-3.0,-22%,10%,1%,i
COc1ccc(C(=O)N2N=C(c3ccccc3)CC2(O)C(F)(F)F)cc1 (centres undefined),-5%[11.3 µM],5.8%,-15%,?,3.2,8%,8%,2%,i
CCOC(=O)CSc1nc2c(sc(=S)n2Cc2ccco2)c(=O)n1-c1ccccc1,6%,-0.3%,2%,-7%,-0.2,.,2%,-4%,i
C=CC[C@@H](CC(=O)N(CCO)Cc1ccccc1)C(=O)N[C@H](C)COC(=O)[C@@H](CC=C)Cc1ccc(F)cc1,-25%,7.8%,-9%,-17%,0.6,-17%,-9%,-11%,i
COc1ccc(CCNC(=O)c2cc3sccc3n2C)cc1OC,-2%,-0.3%,-1%,-2%,-0.4,-13%,4%,-8%,i
COc1ccc(N2C(=O)CS(=O)(=O)C23C(=O)N(Cc2ccccc2F)c2ccccc23)cc1Cl (centres undefined),-3%,-1.1%,-8%,13%,.,-8%,.,6%,?
COc1cccc(NC(=O)Cn2c(=O)n(C)c(=O)c3sc4c(c32)COC(C)(C)C4)c1,.,0.3%,-1%,3%,1.2,4%,11%,1%,i
c1ccc(C2=Nc3cccnc3C(c3ccccc3)=NN2)cc1,0%,3.1%,-9%,10%,-2.5,7%,3%,0%,i
COCCNC(=O)C1CCN(S(=O)(=O)c2c(C)noc2/C=C/c2cccs2)CC1,17%,4.4%,-13%,4%,-2.8,-2%,-3%,-2%,i

Two entries from above, with each value named:
> COc1ccc(C(=O)N2N=C(c3ccccc3)CC2(O)C(F)(F)F)cc1 (centres undefined)
- ATXN2 expr inh = -5%[11.3 µM]
- Nrf2 activator = 5.8%
- HepG2 tox = -15%
- TGFb inhibitor = ?
- IL2 activator = 3.2
- Nrf2 block = 8%
- EPAC2 agonist = 8%
- A549 tox = 2%
- ATXN viability = i

> CCOC(=O)CSc1nc2c(sc(=S)n2Cc2ccco2)c(=O)n1-c1ccccc1
- ATXN2 expr inh = 6%
- Nrf2 activator = -0.3%
- HepG2 tox = 2%
- TGFb inhibitor = -7%
- IL2 activator = -0.2
- Nrf2 block = .
- EPAC2 agonist = 2%
- A549 tox = -4%
- ATXN viability = i

More records:
mol,ATXN2 expr inh,Nrf2 activator,HepG2 tox,TGFb inhibitor,IL2 activator,Nrf2 block,EPAC2 agonist,A549 tox,ATXN viability
COCC(C)Nc1ncnc2c1cnn2-c1ccc(Cl)cc1 (centres undefined),81%[activator],-0.2%,-28%,1%,-0.3,.,5%,6%,i
CC(C)(C)NC(=O)c1cc2c(ccc3ccccc32)oc1=O,1%,6.2%,5%,-4%,0.4,17%,-7%,2%,i
CCn1cc(Br)c(C(=O)NC(=S)Nc2ccc(C(=O)OC)cc2)n1,7%,-0.4%,9%,25%,-4.7,9%,6%,1%,i
COc1ccc(-c2c([C@H]3[C@H]4C=CC[C@@H](C)[C@@H]4C(=O)N3Cc3ccccc3)ccc3ccccc23)cc1OC,?,6.5%,-17%,?,-0.5,18µM*,7%,?,i
Cc1cccc(OCCCCN2CCNCC2)c1,8%,-0.3%,9%,23%,-0.3,-8%,10%,-10%,i
CN(c1cccc(F)c1)c1cc2c(c3c1ccn3C)C1CCC2O1 (centres undefined),-25%,0.1%,-18%,?,-0.9,.,3%,.,?
O=c1ccc(OCCOc2ccccc2)nn1-c1ccccc1,-28%,0.1%,5%,11%,0.2,-10%,13%,?,i
COc1ccc(C)cc1S(=O)(=O)N(C)CC(=O)NCc1ccccn1,-15%,0.1%,9%,2%,4.3,?,5%,5%,i
O=[N+]([O-])c1ccc(CSc2nnc(SCc3ccc(Cl)cc3)s2)cc1,.,3.4%,-35%,?,-0.5,-13%,23%,0%,i
Cc1ccccc1CSc1nnc(Cn2c(=O)sc3ccccc32)n1C,-4%,0.2%,-27%,-6%,-2.6,2%,1%,6%,i
Cc1ccc(Cl)cc1-n1c(=O)c2sc3ccccc3c2n(CC(=O)NC2CCCC2)c1=O,-17%,-1.0%,6%,-3%,.,-24%,.,-15%,.
C[C@@H]1CC=C[C@@H]2[C@H]1C(=O)N(Cc1ccccc1)[C@H]2c1cccc(Br)c1,2%,0.2%,1%,12%,0.6,14%,2%,-5%,i
O=C(Nc1ccc(N=Nc2ccccc2)c(NC(=O)C2CCCO2)c1)C1CCCO1 (centres undefined),-37%,3.2%,-4%,-7%,-5.6,-12%,3%,?,i
CCOc1cc(/C=C2/C(=O)ON=C2C)cc(Br)c1O,.,-0.2%,3%,-5%,4.6,-4%,4%,-5%,.
CO/C=C/C#CC1(O)CCN(C)CC1,-9%,0.3%,-1%,4%,-0.6,3%,-4%,-3%,?
CCOc1ccc(C(=O)Nc2cccc(-c3nc4cc(Cl)cc(Cl)c4o3)c2)cc1,7%,6.4%,-28%,6%,.,8%,.,-2%,i
N#C/C(=C\c1ccccc1)c1n[nH]c(Cn2cncn2)n1,21%,10%,5%,-4%,0.5,4%,-1%,-8%,i
Cc1cc(C)c(OCC(=O)OCC(=O)NNC(=O)c2ccccc2F)c(C)c1,.,0.5%,14%,-2%,0.1,7%,6%,9%,i
Cc1ccc(CN2CC(C(=O)Nc3ncc(C)s3)CC2=O)cc1 (centres undefined),16µM*,-0.5%,-32%,?,-1.8,-26%,0%,-15%,i
CCc1nc2ccc(C(=O)Nc3cc(-c4ccccc4)ccc3OC)cn2c1N(CC)CC(=O)N(C)C,?,4.7%,-34%,?,-0.9,.,23%,.,?

Whole records, looked up by structure. Order of screens: ATXN2 expr inh | Nrf2 activator | HepG2 tox | TGFb inhibitor | IL2 activator | Nrf2 block | EPAC2 agonist | A549 tox | ATXN viability
Entry for CN(c1cccc(F)c1)c1cc2c(c3c1ccn3C)C1CCC2O1 (centres undefined) = -25% | 0.1% | -18% | ? | -0.9 | . | 3% | . | ?
Entry for Cc1ccccc1CSc1nnc(Cn2c(=O)sc3ccccc32)n1C = -4% | 0.2% | -27% | -6% | -2.6 | 2% | 1% | 6% | i
Entry for C[C@@H]1CC=C[C@@H]2[C@H]1C(=O)N(Cc1ccccc1)[C@H]2c1cccc(Br)c1 = 2% | 0.2% | 1% | 12% | 0.6 | 14% | 2% | -5% | i
Entry for N#C/C(=C\c1ccccc1)c1n[nH]c(Cn2cncn2)n1 = 21% | 10% | 5% | -4% | 0.5 | 4% | -1% | -8% | i

Further compounds
mol,ATXN2 expr inh,Nrf2 activator,HepG2 tox,TGFb inhibitor,IL2 activator,Nrf2 block,EPAC2 agonist,A549 tox,ATXN viability
COC(=O)c1c(NC(=O)COc2c(C)cccc2C)sc2c1CCCC2,5%,0.1%,3%,0%,.,?,.,15%,i
C/C(CS(=O)(=O)c1ccccc1)=N\O,5%,0.3%,10%,13%,0.0,-13%,10%,0%,i
Cc1ccc(C(C(=O)NC(C)(C)C)N(Cc2ccc3c(c2)OCO3)C(=O)c2ccc(CN3CCOCC3)o2)o1 (centres undefined),3%,1.7%,-19%,?,6.0,7%,-12%,0%,i
Cc1nn(C)c(C)c1NS(=O)(=O)c1ccc(OC(F)(F)F)cc1,-12%,0.1%,0%,-3%,-3.1,?,3%,-6%,i

Compound activity deposited in PubChem by National Center for Advancing Translational Sciences (NCATS).
